Screening results deposited in PubChem BioAssay by Broad Institute.
Cneo AK release: Cryptococcus neoformans cell lysis inducers, primary screen, AK release luminescence, single concentration; 0.2% of 360,000 active; lysis activity, % at 15 µM; C. neoformans lysis, adenylate kinase release luminescence, 4 h; normalised: neutral wells 0, clomiphene wells 100;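 active = mean lysis activity across replicates of at least 80%, whatever share of replicates individually reach that level; inactive = mean lysis activity below 80%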
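Assay system: Cryptococcus neoformans yeast cells / Dosing: single-point compound dose / Timing: 4 h at 37 °C static, read 1 h later / Measured by: luminescence of released adenylate kinase using an AK detection reagent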
INS-1E GSIS act: GLuc luminescence reporter in INS-1E cells, primary screen for activators of glucose-dependent secretion of insulin | INS-1E GLuc reporter insulin secretion, 2-3 h | activation, % at 16.6 µM | 0.61% of 370,000 active | AID 743287, 2014;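 active = lowest replicate activation of at least 40%, so every replicate reaches that level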;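 also: 0% = median of neutral control wells and 100% = median of IBMX positive control wells; some compounds called inactive have numbers as strong as hits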
LGR2 antag: inhibitors of bursicon-induced LGR2 CRE-luciferase signal, primary screen, cell-based, HEK293, CRE-luciferase reporter, bursicon stimulation | inhibition, % at 9.99 µM | AID 720647, 2013 | 0.35% of 380,000 active | Drosophila bursicon receptor LGR2 (rickets) | bursicon-stimulated, 4 h;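 active = drop in luminescence signal, shown as inhibition above about 50% in the replicate tests, limit read from the data, passing the limit was not always enough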;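 also: agonist challenge used bursicon conditioned medium at about half maximal strength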
Statin myotox sup: suppressors of statin myotoxicity in C2C12 myotubes, primary screen, cell-based, single point, plate reader; rescue of ATP level, % at 7.49 µM; 0.78% of 330,000 active; C2C12 myotubes + simvastatin, ATP luminescence, 48 h; scaled: DMSO 0, geranylgeraniol control 100;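 active = mean ATP rescue above about 67%, or every replicate alone reaching that limit, limit read from the data, passing the limit was not always enough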;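 also: myotubes were challenged with 10 µM simvastatin during compound exposure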
PGC1a acetyl inh: inhibitors of PGC1a acetylation signal, primary screen, cell-based, U2OS, AlphaScreen, inhibitor mode | AlphaScreen anti-acetyl-lysine; with virally co-expressed GCN5 acetyltransferase | inhibition, % at 15.6 µM | 0.17% of 350,000 active;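 active = every replicate shows inhibition of at least 40%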;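 also: 0% = neutral control wells and 100% = positive control wells; some results beyond the cut were filed as inactive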
PAX8 reporter: inhibitors of PAX8-driven TPO luciferase reporter, primary screen, RMG-I cells, single concentration; SteadyGlo, 24 h; inhibition, % at 12.6 µM; 1.2% of 360,000 active;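 active = mean replicate inhibition at least 60% with every replicate also reaching 60%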;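 also: luciferase light reporting Pax8 driven TPO promoter activity; plate controls were median of neutral control wells for no effect and mitoxantrone controls for full effect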
PglD DTNB: C. jejuni PglD acetyltransferase inhibitors, primary screen, biochemical, DTNB colorimetric, single point; purified PglD enzyme, DTNB colorimetric CoA detection; 0.098% of 360,000 active; inhibition, % at 12.5 µM; UDP-N-acetylbacillosamine N-acetyltransferase PglD (Campylobacter jejuni); AID 602405, 2012; in the data active = inhibition above about 16%, passing the limit was not always enough; also: strong numbers were not always called active
ARNT TACC3 PPI: disruptors of ARNT/TACC3 protein interaction, primary screen, biochemical, AlphaScreen, single concentration | AlphaScreen His-ARNT PAS-B/GST-TACC3 binding, luminescence; TACC3 fragment carries E629A point mutation | Transforming acidic coiled-coil-containing protein 3 (Homo sapiens), Q9Y6A5 | AID 623870, 2012 | inhibition, % at 9.99 µM | 0.66% of 390,000 active;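 active = mean inhibition of replicates at least 50% and at least half of replicates each reaching 50%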;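 also: 0% = complete ARNT plus TACC3 wells and 100% = ARNT alone without TACC3; many hits fall short of the cut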
* marks the source's active call; other numbers are inactive results; . = no result given.

Each structure is followed by: Cneo AK release	INS-1E GSIS act	LGR2 antag	Statin myotox sup	PGC1a acetyl inh	PAX8 reporter	PglD DTNB	ARNT TACC3 PPI
(1) COc1ccc(-c2nc(-c3cccs3)c(-c3cccs3)[nH]2)cc1OC
  -2	.	.	-22	-6	22	-5	10
(2) NC(CO)c1csc(Nc2ccc(C(=O)c3ccccc3)cc2)n1 (configuration not stated)
  4	23	-18	-7	-5	1	-1	.
(3) Cc1nnc(SCC(=O)N2CCN(S(=O)(=O)c3ccccc3)CC2)n1Cc1ccccc1
  -2	.	.	14	-1	28	2	-4
(4) Cc1cccc(N(C(=O)Cn2nnc(-c3ccc(F)cc3)n2)C(C(=O)NC(C)(C)C)c2ccncc2)c1 (configuration not stated)
  2	-7	24	5	0	25	6	.
(5) COc1ccc(OC(=O)N(C)C[C@H]2OCc3cn(nn3)CCCC(=O)N([C@H](C)CO)C[C@H]2C)cc1
  -5	4	13	-22	-1	.	-1	-7
(6) CCNC(=O)C1(C)CCCN(Cc2ccc(-n3ccnc3)cc2)C1 (configuration not stated)
  -1	-6	1	3	.	-11	-3	.
(7) O=C(O)COc1ccc2c3c(c(=O)oc2c1)CCCC3
  .	3	-6	.	4	-5	.	7
(8) O=C(Cc1ccccc1)Nc1nc2ccccc2[nH]1
  9	-6	-33	-1	3	.	-1	-5
(9) Cc1ccc(S(=O)(=O)NCc2ccc(C(=O)N3CCN(c4ccccn4)CC3)cc2)cc1
  0	-9	2	.	-5	25	-4	.
(10) O=C(CCl)Nc1ccc(N=Nc2ccccc2)cc1
  -6	-29	-112	4	-101	-131	0	6
(11) OC(Cc1cccc(Br)c1)c1ncc(-c2cccc(C(F)(F)F)c2)[nH]1 (configuration not stated)
  -19	.	.	-8	0	13	-2	.
(12) Cn1nc2c3cc(F)ccc3n(Cc3ccc(F)cc3)cc-2c1=O
  .	3	-12	5	.	11	.	-12
(13) Cc1ccc(NCc2nnc(SCc3ccc(C#N)cc3)n2Cc2ccco2)c(C)c1
  0	.	.	6	-3	18	-9	2
(14) O=C1Nc2ccccc2O/C1=C\c1ccccc1
  -4	3	-3	7	-12	-10	1	6
(15) CCOC(=O)c1oc2cc(OC(C)=O)ccc2c(=O)c1-c1ccc(OC)c(OC)c1
  4	-2	10	4	-2	-5	5	2
(16) CCC(C)c1ccccc1N1CC(C(=O)NCCCn2nc(C)cc2C)CC1=O (configuration not stated)
  -2	-4	-6	-17	4	-5	1	-1
(17) COc1cccc(CNc2ccc(N3CCC(C)CC3)cc2)c1OC
  2	.	.	-5	6	.	-5	27
(18) C[C@@H]1CN([C@H](C)CO)S(=O)(=O)c2ccc(C3=CCCC3)cc2O[C@@H]1CN(C)C(=O)c1cccnc1
  2	28	8	-2	8	.	1	1
(19) CCOc1cc(CNC(C)(C)C)ccc1OCC(=O)Nc1cccc(C(F)(F)F)c1
  .	-1	-8	-7	2	9	.	0
(20) COC(=O)c1cc(OC)c(OC)cc1NC(=O)CC1CCCCC1
  4	3	-4	6	9	.	2	-5
(21) Cc1ccc(S(=O)(=O)Nc2ccc(S(=O)(=O)N3CCCC3)cc2)cc1
  2	.	.	-5	2	.	2	-5
(22) COc1ccc(C2NCCO2)cc1OC (configuration not stated)
  0	.	.	7	8	-6	-1	-4
(23) CC(C)CCN1CCC(CN2C(=S)NC[C@@H]2Cc2ccccc2)CC1
  1	8	5	-1	11	-18	-6	29
(24) CCCCCOC(=O)NC1CCS(=O)(=O)C1 (configuration not stated)
  .	26	4	6	.	-9	.	-10
(25) NC(=O)CC(NC(=O)Cc1ccc(Br)cc1)c1ccc(N2CCC(Br)CC2)c([N+](=O)[O-])c1 (configuration not stated)
  -1	.	-6	-3	5	4	2	-1
(26) CNc1cncc(-c2cccc(OC)c2F)n1
  -2	21	-43	3	-4	-231	1	.
(27) CC(C)(C)c1ccc(C(=O)N2CCC2(C)C(=O)NCc2cccc3ccccc23)cc1 (configuration not stated)
  -3	.	12	-16	.	35	0	.
(28) Cc1ccc(NC(=O)COc2ccc(S(=O)(=O)N3CCOCC3)cc2)cc1
  2	.	.	152*	-15	.	-1	-12
(29) O=C(NCCCn1ccnc1)Nc1ccc(Cl)c(Cl)c1
  -1	.	.	-5	-6	-2	0	65*
(30) C=CCn1c(SC2CCOC2=O)nc2scc(C3CC3)c2c1=O (configuration not stated)
  5	.	.	7	0	6	-10	-1
(31) Cc1ccc(C)c(S(=O)(=O)N2CCC(c3nc4c(nnn4Cc4ccc5c(c4)OCCO5)c(=O)[nH]3)CC2)c1
  1	14	-3	77*	.	31	0	1
(32) CN(C(=O)c1sc2nc(N3CCCC3)c3c(c2c1N)CC(C)(C)OC3)c1ccccc1
  0	1	-2	-23	.	5	0	-2
(33) Cc1cc(C)cc(OC(C)C(=O)NCCCn2ccnc2)c1 (configuration not stated)
  .	18	14	-3	-3	-13	.	8
(34) Cc1cccc(/C=N/NC(=O)c2ccc(NC(=O)c3ccccc3C)cc2)n1
  -3	12	-9	5	.	6	-8	11
(35) Cc1ccc(N(C(=O)Cc2cccs2)C2C=CS(=O)(=O)C2)cc1Cl (configuration not stated)
  1	0	5	.	4	28	-3	-2
(36) CC1CC(C)CN(CCCNC(=O)C2CCCN(c3nnc(N4CCCC4=O)s3)C2)C1 (configuration not stated)
  1	.	.	-2	.	.	1	-1
(37) COc1cccc(NC(=O)CN(C)C(=O)c2cc(S(=O)(=O)Nc3ccccc3OC)ccc2C)c1
  0	-20	-10	1	3	6	5	1
(38) Cc1ccccc1C(=O)NC1CC2CCCC(C1)N2Cc1ccccc1 (configuration not stated)
  -1	7	-5	-7	-4	4	-13	-7
(39) CNC[C@H]1OCCCC[C@@H](C)Oc2ccc(NS(=O)(=O)c3ccccc3)cc2C(=O)N([C@@H](C)CO)C[C@@H]1C
  -3	20	4	10	12	-2	-2	-6
(40) O=C(CCS(=O)(=O)c1ccccc1)Nc1ccccc1-c1nc2ccccc2s1
  .	-8	9	.	.	10	.	2
(41) CCC(=O)N1[C@H](CO)[C@@H](c2ccccc2)C12CN(C(=O)c1ccc(F)cc1)C2
  .	-7	9	.	3	-10	.	.
(42) C[C@@H]1CN([C@H](C)CO)C(=O)c2cc(NC(=O)Nc3ccc(C(F)(F)F)cc3)ccc2O[C@@H](C)CCCCO[C@@H]1CN(C)C(=O)CCCN(C)C
  0	-1	7	14	9	4	-3	-2
(43) COc1ccccc1COC(=O)N/C=C/c1ccco1
  .	12	5	-5	8	-25	.	-10
(44) CCn1c(C(O)c2ccc(C)cc2)nc2ccccc21 (configuration not stated)
  2	14	-8	17	-8	.	0	0
(45) Cc1c(C(=O)N2CCCCC2)oc2ccccc12
  7	.	.	0	0	-63	3	-4
(46) CCCNC(=O)c1cc2c(c(-c3cccc(-c4ccc(F)cc4)c3)n1)[C@H](CCO)N(S(=O)C(C)(C)C)C2 (some centres not stated)
  4	15	38	4	-40	36	2	.
(47) O=C(Nc1cccc(S(=O)(=O)N2CCCC2)c1)c1cc(=O)[nH]c2ccccc12
  1	-1	-1	7	-7	17	.	.
(48) CCCCSc1ncnc2[nH]ncc12
  4	50	-7	64	-3	-29	1	-1
(49) Cc1ccccc1NC(=O)CN1CCN(Cc2ccccc2)CC1
  4	-3	4	-24	1	10	-5	-2
(50) CC(C)(C)[S@](=O)N1Cc2cc(C(=O)NCc3ccccc3F)nc(-c3cccc(-c4cncnc4)c3)c2[C@@H]1CCO
  56	-33	.	4	28	0	1	22
(51) C[C@H]1CN([C@@H](C)CO)S(=O)(=O)c2ccc(-c3ccccc3)cc2O[C@@H]1CN(C)C(=O)Nc1ccccc1F
  52	-14	-13	-13	-6	.	-3	3
(52) CN(C)C(=O)C[C@@H]1C=C[C@H](NC(=O)C2CC2)[C@@H](CO)O1
  -1	16	2	-5	-5	.	-3	-1
(53) CCN(c1ccccc1)S(=O)(=O)c1ccc(Cl)c(NC(=O)CN2CCCCCC2)c1
  1	-18	28	1	2	24	0	-2
(54) O=S(=O)(N[C@@H]1CCCN(Cc2ccc(OCCO)cc2)C1)c1ccccc1
  8	.	.	.	.	-54	-7	-5
(55) O=C(O)c1cc(S(=O)(=O)N2CCOCC2)c[nH]1
  0	-4	3	-7	0	-12	-3	5
(56) COc1ccc(-n2c(C)c(C)c3c(N)ncnc32)cc1
  -6	12	21	21	.	11	-2	0
(57) O=C(NC1CCNCC1)C1CC1
  .	-10	-3	.	.	-9	.	-18
(58) CC(C)C(=O)Nc1cccc2nsnc12
  0	-2	10	8	.	.	-2	-12
(59) C[C@@]12CCC=C[C@H]1[C@H](c1ccoc1)N(Cc1ccccc1)C2=O
  0	-28	-4	1	.	-5	2	1
(60) Cn1c2c(c3ccccc31)CCN1CCC[C@]21c1ccccc1
  4	-2	7	17	-13	28	4	24
(61) CNC(=O)C[C@H]1CC[C@@H]2[C@H](COc3ccc(NC(=O)C4CC4)cc3C(=O)N2C)O1
  -5	10	-9	11	0	-25	0	-12

In a second layout: entries from further up
| No. | Molecule | Cneo AK release | INS-1E GSIS act | LGR2 antag | Statin myotox sup | PGC1a acetyl inh | PAX8 reporter | PglD DTNB | ARNT TACC3 PPI |
| --- | --- | --- | --- | --- | --- | --- | --- | --- | --- |
| 47 | O=C(Nc1cccc(S(=O)(=O)N2CCCC2)c1)c1cc(=O)[nH]c2ccccc12 | 1 | -1 | -1 | 7 | -7 | 17 | . | . |
| 48 | CCCCSc1ncnc2[nH]ncc12 | 4 | 50 | -7 | 64 | -3 | -29 | 1 | -1 |
| 49 | Cc1ccccc1NC(=O)CN1CCN(Cc2ccccc2)CC1 | 4 | -3 | 4 | -24 | 1 | 10 | -5 | -2 |
| 50 | CC(C)(C)[S@](=O)N1Cc2cc(C(=O)NCc3ccccc3F)nc(-c3cccc(-c4cncnc4)c3)c2[C@@H]1CCO | 56 | -33 | . | 4 | 28 | 0 | 1 | 22 |
| 51 | C[C@H]1CN([C@@H](C)CO)S(=O)(=O)c2ccc(-c3ccccc3)cc2O[C@@H]1CN(C)C(=O)Nc1ccccc1F | 52 | -14 | -13 | -13 | -6 | . | -3 | 3 |
| 52 | CN(C)C(=O)C[C@@H]1C=C[C@H](NC(=O)C2CC2)[C@@H](CO)O1 | -1 | 16 | 2 | -5 | -5 | . | -3 | -1 |
| 53 | CCN(c1ccccc1)S(=O)(=O)c1ccc(Cl)c(NC(=O)CN2CCCCCC2)c1 | 1 | -18 | 28 | 1 | 2 | 24 | 0 | -2 |
| 54 | O=S(=O)(N[C@@H]1CCCN(Cc2ccc(OCCO)cc2)C1)c1ccccc1 | 8 | . | . | . | . | -54 | -7 | -5 |
| 55 | O=C(O)c1cc(S(=O)(=O)N2CCOCC2)c[nH]1 | 0 | -4 | 3 | -7 | 0 | -12 | -3 | 5 |
| 56 | COc1ccc(-n2c(C)c(C)c3c(N)ncnc32)cc1 | -6 | 12 | 21 | 21 | . | 11 | -2 | 0 |
| 57 | O=C(NC1CCNCC1)C1CC1 | . | -10 | -3 | . | . | -9 | . | -18 |
| 58 | CC(C)C(=O)Nc1cccc2nsnc12 | 0 | -2 | 10 | 8 | . | . | -2 | -12 |
